MITF primary: human MITF inhibition, primary screen | AlphaScreen MITF homodimerization, bead proximity signal | inhibition, % at 2.6 µM | actives 0.91% (n = 650,000); in the data active = inhibition above about 50%;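 note: 0% = vehicle wells with protein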
FBW7 act: human FBW7 E3 ligase activation, primary screen; Q969H0; AlphaScreen FBW7–phospho-cyclin E peptide binding, activator screen; normalized activity (activation), % at 26.1 µM; actives 0.13% (n = 650,000); AID 1259310; in the data active = normalized activity above about 1.9%;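 note: purified mutant Fbw7 with reduced substrate affinity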
Target sequence (Q969H0 whole entry, looked up): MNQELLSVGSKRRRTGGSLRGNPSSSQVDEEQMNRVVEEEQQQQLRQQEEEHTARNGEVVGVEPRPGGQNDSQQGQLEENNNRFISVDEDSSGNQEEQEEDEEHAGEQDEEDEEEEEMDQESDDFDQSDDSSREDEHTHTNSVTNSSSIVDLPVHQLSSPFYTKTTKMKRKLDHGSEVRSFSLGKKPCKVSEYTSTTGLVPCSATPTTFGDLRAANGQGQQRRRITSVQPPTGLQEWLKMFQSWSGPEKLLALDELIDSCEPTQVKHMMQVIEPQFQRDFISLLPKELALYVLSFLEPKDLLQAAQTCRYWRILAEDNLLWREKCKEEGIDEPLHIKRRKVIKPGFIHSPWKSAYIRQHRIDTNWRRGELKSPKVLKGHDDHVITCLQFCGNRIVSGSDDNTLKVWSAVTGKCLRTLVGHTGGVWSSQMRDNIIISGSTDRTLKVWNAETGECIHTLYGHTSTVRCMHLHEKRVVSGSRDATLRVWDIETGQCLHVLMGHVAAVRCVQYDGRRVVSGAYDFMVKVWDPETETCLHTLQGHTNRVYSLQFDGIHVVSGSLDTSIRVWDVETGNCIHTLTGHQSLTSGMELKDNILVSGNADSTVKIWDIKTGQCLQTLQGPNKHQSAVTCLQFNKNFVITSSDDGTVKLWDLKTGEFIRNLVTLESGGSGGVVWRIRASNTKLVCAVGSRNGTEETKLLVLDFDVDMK
GPR151 activ: activates the human receptor GPR151 | Q8TDV0 | PathHunter beta-arrestin GPR151 cells, luminescence | activation, % at 11.2 µM | actives 1% (n = 650,000) | AID 1508602; in the data active = activation above about 4.9%;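 note: 0% = median of compound wells and 100% = cells with positive control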
Target sequence (Q8TDV0 whole entry, looked up): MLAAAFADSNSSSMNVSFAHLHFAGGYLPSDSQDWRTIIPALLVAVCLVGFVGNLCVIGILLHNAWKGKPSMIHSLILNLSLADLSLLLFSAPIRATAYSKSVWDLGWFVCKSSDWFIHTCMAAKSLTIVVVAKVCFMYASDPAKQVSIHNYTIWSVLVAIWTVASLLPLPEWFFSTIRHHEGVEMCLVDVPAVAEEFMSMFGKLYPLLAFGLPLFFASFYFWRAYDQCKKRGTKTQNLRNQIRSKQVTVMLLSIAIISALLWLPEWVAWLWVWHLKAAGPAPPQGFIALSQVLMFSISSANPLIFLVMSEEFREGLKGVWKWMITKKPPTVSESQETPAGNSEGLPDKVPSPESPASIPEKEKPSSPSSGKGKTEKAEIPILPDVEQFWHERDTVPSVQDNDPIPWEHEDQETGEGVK
TEAD-YAP block: TEAD-YAP interaction inhibition; actives 1.4% (n = 640,000); inhibition, % at 9.12 µM; HEK-TIYL cells, TEAD-Gal4/YAP UAS-luciferase luminescence; in the data active = inhibition above about 32%;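 note: 0% = median of test compound wells and 100% = reference inhibitor wells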
* hit, by the source's call.

Start of the data: the first two entries, ahead of the listing:
Results for COc1ccc(-c2nc(Nc3cc(OC)c(OC)c(OC)c3)c3cc(OC)c(OC)cc3n2)cc1 ?
MITF primary: -6; FBW7 act: 0.1; GPR151 activ: 0.2; TEAD-YAP block: 3

How did CC(C)N(CCNc1nc(Nc2ncccn2)nc2c1ncn2C(C)C)C(C)C do in these assays?
MITF primary: -9; FBW7 act: 0.1; GPR151 activ: 4.3; TEAD-YAP block: -3

The listing, previewed entries included:
Results for COc1ccc(-c2nc(Nc3cc(OC)c(OC)c(OC)c3)c3cc(OC)c(OC)cc3n2)cc1 ?
MITF primary: -6; FBW7 act: 0.1; GPR151 activ: 0.2; TEAD-YAP block: 3

How did CC(C)N(CCNc1nc(Nc2ncccn2)nc2c1ncn2C(C)C)C(C)C do in these assays?
MITF primary: -9; FBW7 act: 0.1; GPR151 activ: 4.3; TEAD-YAP block: -3

What do the screens show for `COc1ccc(C(=O)NCc2ccc(C(=O)NCCCN3CCOCC3)cc2)cc1OC`?
MITF primary: 2; FBW7 act: -0.1; GPR151 activ: -1.3; TEAD-YAP block: 9

How did O=C1c2ccc(O)cc2O[C@H](c2cc(O)c(O)c(O)c2)[C@H]1O do in these assays?
MITF primary: 49; FBW7 act: -0.1; GPR151 activ: 2.2; TEAD-YAP block: 6

What do the screens show for `c1ccc(Nc2ccnc(N3CCOCC3)n2)cc1`?
MITF primary: -1; FBW7 act: 0.1; GPR151 activ: -0.8; TEAD-YAP block: -66

How did Cc1ccc2c(c1)C(=O)C(=O)N2CC(=O)N(CC(=O)NC1CC1)C(C)(C)C do in these assays?
MITF primary: 6; FBW7 act: -0.1; GPR151 activ: -0.2; TEAD-YAP block: 7

What do the screens show for `COc1ccc(NC(=O)c2cc(-c3ccc(Cl)cc3)nc3ccccc23)cc1Cl`?
MITF primary: 0; FBW7 act: 0.1; GPR151 activ: 0.5; TEAD-YAP block: -4

How did CCCNC(=O)c1ccccc1NC(=O)C(OC)c1ccccc1 (centres undefined) do in these assays?
MITF primary: -20; FBW7 act: -0.2; GPR151 activ: 0.3; TEAD-YAP block: 0

What do the screens show for `CCOC(=O)C1=C(C)N(c2ccccc2)C(=S)NC1c1ccc(OC)cc1` (centres undefined)?
MITF primary: 11; FBW7 act: 0.1; GPR151 activ: -1.0; TEAD-YAP block: -6

What do the screens show for `COc1ccc(OCCOc2ccc(/C=C3/C(=N)N4N=C(Cc5ccccc5)SC4=NC3=O)cc2OC)cc1`?
MITF primary: 11; FBW7 act: 0.1; GPR151 activ: -2.2; TEAD-YAP block: 1

How did Cc1cccc(/N=C/c2ccccc2O)n1 do in these assays?
MITF primary: 5; FBW7 act: 0.1; GPR151 activ: 1.0; TEAD-YAP block: -7

What do the screens show for `COc1ccccc1NC(=S)N1CCCCC1`?
MITF primary: 5; FBW7 act: -0.1; GPR151 activ: 4.7; TEAD-YAP block: 7

How did CCOC(=O)CC(=O)c1cc(Cl)c(Cl)cc1Cl do in these assays?
MITF primary: -2; FBW7 act: -0.1; GPR151 activ: -0.9; TEAD-YAP block: -1

Results for CC(=O)CC(=O)Nc1cccc2c1CCCC2 ?
MITF primary: -1; FBW7 act: -0.1; GPR151 activ: 0.0; TEAD-YAP block: 3

How did Cc1ccccc1C(=O)N1CCN(C=O)CC1 do in these assays?
MITF primary: -5; FBW7 act: 0.0; GPR151 activ: 0.5; TEAD-YAP block: -3

How did Cc1ccc(C2=NNC(c3cccnc3)=Nc3ccc(F)cc32)o1 do in these assays?
MITF primary: 3; FBW7 act: -0.1; GPR151 activ: 0.2; TEAD-YAP block: -2

What do the screens show for `O=C(Nc1nnc(C23CC4CC(CC(C4)C2)C3)s1)c1cccc(C(F)(F)F)c1`?
MITF primary: 1; FBW7 act: -0.1; GPR151 activ: -0.1; TEAD-YAP block: -12

Results for CN1/C(=C/C(=O)C(F)(F)F)Sc2ccccc21 ?
MITF primary: 8; FBW7 act: 0.7; GPR151 activ: 0.5; TEAD-YAP block: 4

How did O=C(CC(c1ccco1)S(=O)(=O)c1ccccc1)c1ccc(F)cc1 (centres undefined) do in these assays?
MITF primary: 2; FBW7 act: -0.1; GPR151 activ: 0.2; TEAD-YAP block: 3

What do the screens show for `COC(=O)C1=C(C)N(CCc2ccccc2)C(=O)/C1=C\c1ccccc1F`?
MITF primary: -7; FBW7 act: 0.1; GPR151 activ: -0.3; TEAD-YAP block: -13

Results for COc1cccc(-n2nc(C(=O)N3CCN(c4ccccc4)CC3)c3ccccc3c2=O)c1 ?
MITF primary: -19; FBW7 act: -0.1; GPR151 activ: -1.6; TEAD-YAP block: 4

Results for Cc1cccc(C(=O)N/C(=C/c2ccco2)C(N)=O)c1 ?
MITF primary: -6; FBW7 act: 0.0; GPR151 activ: -0.1; TEAD-YAP block: -4

How did CCOc1ccc(C(=O)C(C)OC(=O)CNC(=O)c2ccc3c(c2)OCO3)cc1 (centres undefined) do in these assays?
MITF primary: 2; FBW7 act: 0.9; GPR151 activ: -0.6; TEAD-YAP block: -5

What do the screens show for `CC1(c2ccccc2)C(=O)Nc2c(Cl)cccc21` (centres undefined)?
MITF primary: 13; FBW7 act: 0.1; GPR151 activ: 1.5; TEAD-YAP block: 1

Results for CCOC(=O)c1c(C)[nH]c(C)c1C(=O)CSc1n[nH]c(N)n1 ?
MITF primary: -2; FBW7 act: 0.1; GPR151 activ: 0.4; TEAD-YAP block: -4

What do the screens show for `COc1cc(C(=O)OCc2cc(=O)oc3cc(NC(C)=O)ccc23)c([N+](=O)[O-])cc1OC`?
MITF primary: 14; FBW7 act: 0.1; GPR151 activ: 0.2; TEAD-YAP block: -15

Results for CCOc1ccc(NS(=O)(=O)c2ccc(OCC)c3ncccc23)cc1 ?
MITF primary: 8; FBW7 act: -0.1; GPR151 activ: -0.1; TEAD-YAP block: 12

What do the screens show for `COc1ccccc1/C=C1/SC(=Nc2ccccc2)N(Cc2ccccc2)C1=O`?
MITF primary: 0; FBW7 act: -0.2; GPR151 activ: -0.7; TEAD-YAP block: -10

How did Cc1ccc(OCCn2cnc3sc(C(N)=O)c(C)c3c2=O)cc1 do in these assays?
MITF primary: 20; FBW7 act: 1.1; GPR151 activ: 0.6; TEAD-YAP block: -8

Results for COC(=O)c1cc(S(=O)(=O)N2CC=C(c3ccccc3)CC2)cn1C ?
MITF primary: 7; FBW7 act: -0.1; GPR151 activ: 0.0; TEAD-YAP block: 0

Reprinted from the part before: 5 entries; new compounds follow.
What do the screens show for `COc1cc(C(=O)OCc2cc(=O)oc3cc(NC(C)=O)ccc23)c([N+](=O)[O-])cc1OC`?
MITF primary: 14; FBW7 act: 0.1; GPR151 activ: 0.2; TEAD-YAP block: -15

Results for CCOc1ccc(NS(=O)(=O)c2ccc(OCC)c3ncccc23)cc1 ?
MITF primary: 8; FBW7 act: -0.1; GPR151 activ: -0.1; TEAD-YAP block: 12

What do the screens show for `COc1ccccc1/C=C1/SC(=Nc2ccccc2)N(Cc2ccccc2)C1=O`?
MITF primary: 0; FBW7 act: -0.2; GPR151 activ: -0.7; TEAD-YAP block: -10

How did Cc1ccc(OCCn2cnc3sc(C(N)=O)c(C)c3c2=O)cc1 do in these assays?
MITF primary: 20; FBW7 act: 1.1; GPR151 activ: 0.6; TEAD-YAP block: -8

Results for COC(=O)c1cc(S(=O)(=O)N2CC=C(c3ccccc3)CC2)cn1C ?
MITF primary: 7; FBW7 act: -0.1; GPR151 activ: 0.0; TEAD-YAP block: 0

What do the screens show for `Cc1cnc(CNC(=O)CC2C(=O)NCCN2Cc2c(F)cccc2Cl)cn1` (centres undefined)?
MITF primary: 10; FBW7 act: 0.1; GPR151 activ: -1.0; TEAD-YAP block: 2

Results for C/C(=N\NC(=O)Cn1nnc(-c2cccc(C(F)(F)F)c2)n1)c1ccncc1 ?
MITF primary: -13; FBW7 act: 0.0; GPR151 activ: 0.8; TEAD-YAP block: 14

Results for Cc1c(C(=O)N2CCOCC2)oc2ccc(S(=O)(=O)N3CCCC3)cc12 ?
MITF primary: 2; FBW7 act: -0.1; GPR151 activ: 1.6; TEAD-YAP block: -11

Results for CC1(C)CC(=O)C2=C(C1)OC1=C(C(=O)CC(C)(C)C1)C2c1cccc(Cl)c1Cl ?
MITF primary: -18; FBW7 act: 0.0; GPR151 activ: 1.8; TEAD-YAP block: 19

How did COc1ccc(-c2cc(C(F)(F)F)n3nc(C(=O)NC4CCCCC4)cc3n2)cc1 do in these assays?
MITF primary: -4; FBW7 act: -0.1; GPR151 activ: 1.2; TEAD-YAP block: 3

How did O=C(Cc1ccccc1)Nc1ccnn1C1CCN(C(=O)c2cscn2)CC1 do in these assays?
MITF primary: -10; FBW7 act: 0.0; GPR151 activ: -0.6; TEAD-YAP block: -36

What do the screens show for `CNC(=O)C1=C(C)Nc2nc3ccccc3n2C1c1cccc(OC)c1` (centres undefined)?
MITF primary: 1; FBW7 act: -0.1; GPR151 activ: -1.0; TEAD-YAP block: 2

How did O=C(NNc1ccc([N+](=O)[O-])cc1)C12CC3CC(CC(C3)C1)C2 do in these assays?
MITF primary: 1; FBW7 act: 0.0; GPR151 activ: 2.2; TEAD-YAP block: 11

How did CN(C)c1nc(N2CCCCC2)nc(N2CCCCC2)n1 do in these assays?
MITF primary: 14; FBW7 act: 0.0; GPR151 activ: -0.2; TEAD-YAP block: 5

Results for CCOC(CNC(=O)Nc1ccccc1OC)(OCC)c1ccccn1 ?
MITF primary: 25; FBW7 act: 0.8; GPR151 activ: 1.6; TEAD-YAP block: -4

How did COc1cc(CNc2ccc3ncc(-c4ccc(N(C)C)cc4)n3n2)cc(OC)c1OC do in these assays?
MITF primary: -4; FBW7 act: -0.1; GPR151 activ: -0.6; TEAD-YAP block: 2

Results for CCOC(=O)c1cnc2c(C)c(Cl)ccc2c1Nc1cccc(C(=O)OC)c1 ?
MITF primary: 3; FBW7 act: 0.4; GPR151 activ: 0.1; TEAD-YAP block: 9

What do the screens show for `O=C(Nc1ccccc1C(=O)O)c1ccc(CN2CCc3ccccc3C2)cc1`?
MITF primary: -1; FBW7 act: -0.2; GPR151 activ: -0.4; TEAD-YAP block: -9

How did O=C(COC(=O)c1ccc(Cl)cc1[N+](=O)[O-])c1ccc(Br)cc1 do in these assays?
MITF primary: -11; FBW7 act: 0.0; GPR151 activ: -0.6; TEAD-YAP block: -4

How did COc1ccc(C2CC(c3c(-c4ccccc4)c4cc(Cl)ccc4[nH]c3=O)=NN2C(=O)CCC(=O)O)cc1OC (centres undefined) do in these assays?
MITF primary: -2; FBW7 act: 0.0; GPR151 activ: -0.1; TEAD-YAP block: 2

How did O=C(CN1C(=O)N2CCN=C2c2ccccc21)Nc1ccc(N2CCOCC2)cc1 do in these assays?
MITF primary: -9; FBW7 act: 0.0; GPR151 activ: -0.4; TEAD-YAP block: 7

What do the screens show for `O=C1CCCC(O)=C1C=NCc1ccccc1`?
MITF primary: 25; FBW7 act: 0.4; GPR151 activ: -0.8; TEAD-YAP block: -10

How did O=C(NCCc1ccc(O)cc1)c1ccc2nc(Nc3ccccn3)sc2c1 do in these assays?
MITF primary: 0; FBW7 act: -0.1; GPR151 activ: -0.8; TEAD-YAP block: -18

What do the screens show for `COc1ccc(OC)c(Nc2nnc(Cc3cccnc3)c3ccccc23)c1`?
MITF primary: -13; FBW7 act: -0.3; GPR151 activ: -1.0; TEAD-YAP block: -6

Results for CCOC(=O)C1CCN(c2ccc(C(F)(F)F)cn2)CC1 ?
MITF primary: -10; FBW7 act: -0.1; GPR151 activ: -0.5; TEAD-YAP block: -4

How did COc1ccccc1OCCCCOc1ccc([N+](=O)[O-])cc1 do in these assays?
MITF primary: -3; FBW7 act: -0.2; GPR151 activ: -1.1; TEAD-YAP block: 3

Results for O=C(CCCn1c(SCC(=O)Nc2cccc(C(F)(F)F)c2)nc2ccccc2c1=O)NCCc1ccccc1 ?
MITF primary: -3; FBW7 act: -0.1; GPR151 activ: -0.2; TEAD-YAP block: 3

What do the screens show for `O=c1[nH]c(CSc2nnc(Nc3ccccc3F)s2)nc2ccsc12`?
MITF primary: 5; FBW7 act: -0.1; GPR151 activ: -1.2; TEAD-YAP block: -10

Results for COc1ccc2cc3cc(C(=O)N4CCC5(CC4)OCCO5)oc3nc2c1 ?
MITF primary: -20; FBW7 act: -0.1; GPR151 activ: 0.1; TEAD-YAP block: -7

Results for COC(=O)c1ccccc1OCCOCCOc1cccc2ccc(C)nc12 ?
MITF primary: 12; FBW7 act: 0.6; GPR151 activ: -0.6; TEAD-YAP block: 2

Results for CC(=O)c1sc(Nc2ccc(Cl)cc2)nc1C ?
MITF primary: 19; FBW7 act: 0.9; GPR151 activ: -1.0; TEAD-YAP block: -7

How did CCOC(=O)CC(NC(=O)c1cc(OC)c(OC)c(OC)c1)c1cccc([N+](=O)[O-])c1 (centres undefined) do in these assays?
MITF primary: -19; FBW7 act: 0.0; GPR151 activ: -0.9; TEAD-YAP block: -6

What do the screens show for `O=C(COC(=O)c1cccnc1Cl)Nc1ccc(S(=O)(=O)N2CCOCC2)cc1`?
MITF primary: 0; FBW7 act: 0.0; GPR151 activ: -0.5; TEAD-YAP block: -3

How did COc1ccc(S(N)(=O)=O)cc1C(=O)NCC(C)(C)N1CCOCC1 do in these assays?
MITF primary: 0; FBW7 act: -0.1; GPR151 activ: -0.1; TEAD-YAP block: -1

Results for O=C1C2CCCCC2C(=O)N1c1ccc(I)cc1 (centres undefined) ?
MITF primary: -4; FBW7 act: 0.2; GPR151 activ: -0.2; TEAD-YAP block: -6

What do the screens show for `COC(=O)c1ccccc1NC(=O)Cc1c(C(=O)O)n(C)c2ccccc12`?
MITF primary: -2; FBW7 act: -0.1; GPR151 activ: 0.4; TEAD-YAP block: 1

Results for O=C(c1ccccc1)c1coc2c1C(=O)c1ccccc1C2=O ?
MITF primary: 2; FBW7 act: 0.1; GPR151 activ: 1.6; TEAD-YAP block: -9

Bioassay records from PubChem.
